CD40 NFkB inh = CD40 pathway inhibition in BL2 cells; BL2 NF-kB luciferase reporter, CD40L-induced, 4 h; inhibition, % at 10 µM; 0.94% of 83,000 active;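 active = mean inhibition of at least 50% with a set share of replicates also reaching that level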;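 note: 0% = neutral control wells and 100% = IKK inhibitor VII at 50 µM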
Active calls of the source: *; & = joins results of further samples; [ ] = remark or other dose.

SMILES	CD40 NFkB inh
C[C@@H]1CN([C@@H](C)CO)C(=O)c2c(c3ccccc3n2C)-c2ccccc2CO[C@@H]1CN(C)Cc1ccc(C(=O)O)cc1	-11
O=C(NCCCCNC(=O)C1CCCC1)C1CCCC1	10
Cc1cccc(S(=O)(=O)N2C[C@@H](O)COC[C@@H]3O[C@@H](CC(=O)Nc4ccccc4)CC[C@H]32)c1	2[25 µM]
C[C@H](CO)N1C[C@H](C)[C@H](CN(C)S(=O)(=O)c2ccc(F)cc2)Oc2ccc(NC(=O)c3ccncc3)cc2C1=O	-5
O=C1CC(C(=O)N(c2ccccc2)C(C(=O)NC2CCCC2)c2ccncc2)CS1 (stereo not drawn)	9
O=C(NCc1cccnc1)C(=O)NCC1OCCCN1S(=O)(=O)c1cc(F)ccc1F (stereo not drawn)	7
O=S(=O)(c1ccccc1)N1CC[C@@H]2[C@H]1c1cc(-c3ccccc3F)ccc1N[C@@H]2CO	-15
COc1cc(C)c(C(N)=O)c(OC)n1	-2
Cc1ccc(C)c(NC(=O)COC(=O)Cc2ccsc2)c1	11
CC1CCN(C(=O)CCNC(=O)Cn2cnc3sc4c(c3c2=O)CCCC4)CC1	7
C[C@H]1CN(C)C(=O)c2cc(NS(C)(=O)=O)ccc2O[C@H]1CN(C)S(C)(=O)=O	-4
COc1ccc(-c2ccccc2[C@@H]2[C@@H](CO)N(C(=O)NC3CCCC3)[C@H]2C#N)cc1	0
Cn1cnnc1SCC(=O)NCCc1ccc(Cl)cc1Cl	3
CCOc1ccc(/C=N/Nc2nncc(-c3ccccc3)n2)cc1OC	1
O=C(COC(=O)c1ccccc1NCc1ccco1)Nc1ccc2c(c1)OCO2	-47
Clc1cccc(-c2nn3c(Cn4cnc5ccccc54)nnc3s2)c1	8
CN(C)C(=O)c1ccc(-c2ccc([C@H]3[C@H]4CN(C(=O)CC5CC5)CC(=O)N4[C@H]3CO)cc2)cc1	1[25 µM]
Cc1cccc(N2CCN(CC(O)COc3ccc4ccccc4c3)CC2)c1 (stereo not drawn)	-4
CN(C)C(=O)c1cc(C(=O)Cc2ccccc2)c[nH]1	4
COc1ccc(NC(=O)CN(C)C(=O)c2cc(-c3ccco3)nc3ccccc23)cc1	-6
CC1(C)C2CC=C(/C=N/NC(=S)NCCc3ccccc3)C1C2 (stereo not drawn)	-8
CN1CCN(S(=O)(=O)c2cccc(C(=O)Oc3cccc(Br)c3)c2)CC1	18
O=C(c1cc([N+](=O)[O-])ccc1N1CCCCC1)N1CCCCC1	-3
Cc1nn(C)c(Cl)c1/C=N/OC(=O)c1ccccc1	-46
CCn1c(SC)nnc1-c1c[nH]c2ccccc12	-21
O=C(NC12CC3CC(CC(C3)C1)C2)c1cccnc1	-4
CCN(CC(=O)Nc1ccc(NC(C)=O)cc1)C(=O)/C=C/c1cn(Cc2ccccc2)nc1-c1cccnc1	-11
Cc1cccc(CC(=O)N2CCC(n3nccc3NC(=O)C3CC3)CC2)c1	1
Cc1cccc(/C=N/NC(=O)CNc2cccc3ccccc23)n1	38
COCCNC(=O)C1c2cc(OC)c(OC)cc2C(=O)N(C)C1c1cccnc1 (stereo not drawn)	16

Some values from the list.
Result of CCN(CC(=O)Nc1ccc(NC(C)=O)cc1)C(=O)/C=C/c1cn(Cc2ccccc2)nc1-c1cccnc1 under CD40 NFkB inh: -11
Result of CN(C)C(=O)c1ccc(-c2ccc([C@H]3[C@H]4CN(C(=O)CC5CC5)CC(=O)N4[C@H]3CO)cc2)cc1 under CD40 NFkB inh: 1[25 µM]
Result of Cc1nn(C)c(Cl)c1/C=N/OC(=O)c1ccccc1 under CD40 NFkB inh: -46
Result of COCCNC(=O)C1c2cc(OC)c(OC)cc2C(=O)N(C)C1c1cccnc1 (stereo not drawn) under CD40 NFkB inh: 16
Result of O=C(NC12CC3CC(CC(C3)C1)C2)c1cccnc1 under CD40 NFkB inh: -4
Result of Cc1cccc(N2CCN(CC(O)COc3ccc4ccccc4c3)CC2)c1 (stereo not drawn) under CD40 NFkB inh: -4
Result of O=C(c1cc([N+](=O)[O-])ccc1N1CCCCC1)N1CCCCC1 under CD40 NFkB inh: -3

Next section
SMILES	CD40 NFkB inh
CCCC(=O)NC1C2CC3CC(C2)CC1C3 (stereo not drawn)	12
Cc1ccnc(N2CCN(C(=O)CSc3nc4ccccc4nc3N3CCC(C)CC3)CC2)c1	2
O=C(CCNS(=O)(=O)c1ccccc1)NCCSc1ccc(Br)cc1	-1
CCN(CC(=O)NCc1ccc(F)cc1)C(=O)c1ccc2c(c1)OCO2	7
CCCOc1cc(C)c(S(=O)(=O)NCCOC)cc1C	4
O=C(C1CCC1)N1C[C@H]2[C@@H](c3ccccc31)[C@H](CO)N2C(=O)c1ccccc1F	2
CCCOc1ccc(NC(=O)C2CC(=O)N3CCCN=C3S2)cc1 (stereo not drawn)	2
O=c1c2oc3ccccc3c2ncn1Cc1ccc(F)cc1	-1
O=C(C[C@@H]1CC[C@H]2NC[C@@H](O)COC[C@@H]2O1)NCCN1CCCC1	-5
O=C(c1ccccc1)N1C[C@H]2[C@@H](c3ccccc31)[C@@H](CO)N2Cc1cc(F)ccc1F	-2[25 µM]
COc1cccc(S(=O)(=O)N2CC[C@H]3[C@H](CO)Nc4ccc(-c5ccc(C#N)cc5)cc4[C@H]32)c1	9[25 µM]
CNC[C@@H]1Oc2ccc(NC(C)=O)cc2C(=O)N(C)C[C@@H]1C	1
O=C1[C@@H]2[C@@H](CN3CN(c4ccccc4)N=C(c4ccccc4)[C@@]23c2ccccc2)C(=O)N1c1ccccc1	5
O=C(C[C@@H]1CC[C@H]2[C@@H](COC[C@H](O)CN2C(=O)Nc2cc(Cl)cc(Cl)c2)O1)N1CCOCC1	-1[25 µM]
Cc1c(C(=O)N(C)CCC#N)oc2ccc(S(=O)(=O)N3CCOCC3)cc12	5

Sorted by molar mass (smallest number first): part of the list above
SMILES	CD40 NFkB inh
CNC[C@@H]1Oc2ccc(NC(C)=O)cc2C(=O)N(C)C[C@@H]1C	1
CCCOc1ccc(NC(=O)C2CC(=O)N3CCCN=C3S2)cc1 (stereo not drawn)	2
Cc1c(C(=O)N(C)CCC#N)oc2ccc(S(=O)(=O)N3CCOCC3)cc12	5
COc1cccc(S(=O)(=O)N2CC[C@H]3[C@H](CO)Nc4ccc(-c5ccc(C#N)cc5)cc4[C@H]32)c1	9[25 µM]

Next section:
SMILES	CD40 NFkB inh
Cc1ccc(C(=O)C2=C(O)C(=O)N(Cc3ccccc3)C2c2cccnc2)o1 (stereo not drawn)	14
O=C(C[C@@H]1CC[C@@H](NC(=O)C2CC2)[C@@H](CO)O1)Nc1ccccc1	-1[25 µM]
Cc1ccc(C)c(NC(=O)C2CCCN(S(=O)(=O)c3c(C)nn(C)c3C)C2)c1 (stereo not drawn)	13
C[C@@H]1CN([C@@H](C)CO)C(=O)c2c(c3ccccc3n2C)-c2ccccc2CO[C@H]1CN(C)Cc1ccccc1	49*
O=C(Nc1nc(-c2ccc(Cl)s2)cs1)c1ccncc1	8
O=C(CCN1C(=O)C2CCCCC2C1=O)N1CCN(S(=O)(=O)c2ccccc2)CC1 (stereo not drawn)	7
CCOc1ccc(NC(=O)CN(C)C(=O)c2cc(-c3ccc(OC)cc3)nc3ccccc23)cc1OCC	12
CCOC(=O)c1cc(-c2cc3ccccc3o2)nc2c1c(=O)[nH]c(=O)n2CCOC	4
O=C(COC(=O)c1ccncc1)Nc1ccc2c(c1)OCO2	-1
COC(=O)c1ccc(S(N)(=O)=O)o1	8
COc1ccc(N(CC(=O)N/N=C/c2ccccc2F)S(=O)(=O)c2ccccc2)cc1	-5
CCOC(=O)NC1(NCc2ccccc2)Oc2ccccc2O1	4
CCOc1ccc2oc(C(=O)OC(C(=O)NC(N)=O)C(C)C)c(C)c2c1 (stereo not drawn)	3
Cc1ccc(C)c(NC(=O)CN(C)C(C)C(=O)N2CC(C)CC(C)C2)c1 (stereo not drawn)	0
C[C@H](CO)N1C[C@H](C)[C@H](CN(C)Cc2ccc(C(F)(F)F)cc2)Oc2ccc(NC(=O)Cc3cn(C)c4ccccc34)cc2CC1=O	19[25 µM]
O=C(C[C@@H]1C[C@H]2c3cc(NC(=O)c4ccc5c(c4)OCO5)ccc3O[C@H]2[C@@H](CO)O1)NCCN1CCCCC1	-10[25 µM]
CC(C)CNC(=O)CCc1c[nH]c2ccccc12	-5
CC(O)C1CCC2C3CC[C@H]4CC(O)CCC4(C)C3CC3(OCCO3)C12C (stereo partly drawn)	-1
COCC(=O)Nc1ccc2c(c1)C(=O)N(C)[C@H]1CC[C@@H](CC(=O)N3CCc4ccccc4C3)O[C@@H]1CO2	-5[25 µM]
Cc1nc2ccccc2n1C1CCN(C(=O)Nc2ccccc2)CC1	5
COc1ccc(CC(=O)Nc2ccccc2C(=O)N2CCCC2)cc1	6
N#Cc1ccccc1OCC(=O)N1CCN(C(=O)c2ccco2)CC1	4
CCN(CC)S(=O)(=O)c1ccc(N2CCCCC2)c(NC(=O)C2=COCCO2)c1	7
O=c1[nH]c2ccccc2[n+]([O-])c1-c1ccccc1	-6
CCOC(=O)CC1COCCN1Cc1cn(C)nc1-c1ccccc1F (stereo not drawn)	4
COCCN(C(=O)Cc1csc(-c2cccc(Cl)c2)n1)c1c(N)n(Cc2ccccc2)c(=O)[nH]c1=O	6
COc1cc2c(cc1OC)CN(C(=O)NS(=O)(=O)c1ccc(C)cc1)CC2	2
COc1ccc(NC(=O)N[C@@H]2CC[C@@H](CCNC(=O)CCN3CCCCC3)O[C@@H]2CO)cc1	10
Cc1ccc(S(=O)(=O)N(OCc2ccccc2)C(C)C(=O)O)cc1 (stereo not drawn)	0
CO[C@@H]1CN(C)C(=O)c2cc(NS(=O)(=O)Cc3ccccc3)ccc2OC[C@@H](C)N(Cc2nccs2)C[C@H]1C	-5[25 µM]
COc1ccc(S(=O)(=O)N(C)C[C@@H]2Oc3ccc(NC(=O)CCN4CCOCC4)cc3CC(=O)N([C@H](C)CO)C[C@@H]2C)cc1	1[25 µM]
O=C(Cc1ccncc1)NCC[C@H]1CC[C@@H](NC(=O)C2CCCC2)[C@@H](CO)O1	-5
COc1ccc2c(c1)c(C(=O)CN1CCOCC1)c(C)n2C	1
O=C(O)C1CC=CCC1C(=O)NCCCN1CCCC1=O (stereo not drawn)	7
COc1ccc(N2CCN(C(=O)CN3C(=O)NC4(CCCc5ccccc54)C3=O)CC2)cc1 (stereo not drawn)	8
c1ccc2[nH]c(CCCc3nc4ccccc4[nH]3)nc2c1	-5
CC(=O)Nc1ccc2c(c1)C(=O)N(C)C[C@H](C)[C@H](CN(C)S(C)(=O)=O)O2	5
O=C(CN1CCCCCC1=O)OCc1ncc(-c2ccccc2)o1	-14
CN(CC1CCCO1)S(=O)(=O)c1ccc(C(=O)Nc2nnc(-c3ccccc3)o2)cc1 (stereo not drawn)	5
O=C(CNS(=O)(=O)c1ccc(Cl)cc1)NC1CCCCC1	5
Cc1nn(C)cc1NC(=O)C[C@H]1CC[C@@H]2[C@@H](COc3ccc(NC(=O)c4cccc(F)c4)cc3C(=O)N2C)O1	4[25 µM]
CC(=O)Oc1ccc(-c2cccc(C(=O)Oc3ccccc3)c2)cc1	-11
Cc1nnc2n(c1=O)C(CS(=O)(=O)c1ccccc1)CS2 (stereo not drawn)	2
C[C@@H]1CN(C)C(=O)c2cccc(N(C)C)c2O[C@H]1CN(C)C(=O)OC(C)(C)C	4
O=C(NC1CCCCC1)[C@H]1[C@H](CO)[C@H]2Cn3c(cccc3=O)[C@@H]1N2Cc1cccnc1	-9[25 µM]

The final 2 entries of the section above lead into the next.
SMILES	CD40 NFkB inh
C[C@@H]1CN(C)C(=O)c2cccc(N(C)C)c2O[C@H]1CN(C)C(=O)OC(C)(C)C	4
O=C(NC1CCCCC1)[C@H]1[C@H](CO)[C@H]2Cn3c(cccc3=O)[C@@H]1N2Cc1cccnc1	-9[25 µM]
COC(=O)C=C1CCC2C3CCC4=CC(=O)C(Br)CC4(C)C3C(=O)CC12C (stereo not drawn)	4
NNC(=O)c1cc2cc(OC(F)(F)F)ccc2[nH]1	14
COc1ccccc1/C=C/C(=O)OCC(=O)NCc1ccc2c(c1)OCO2	1
O=C(c1ccc(F)cc1)N1CC[C@@H]2[C@H]1c1cc(-c3ccccc3F)ccc1N[C@@H]2CO	-22[25 µM]
C/C(=N\NC(=O)c1ccco1)c1cc2ccccc2o1	-44
O=[N+]([O-])c1ccc(C=NNc2ccccc2)cc1	-45
CCS(=O)(=O)N1CC2(C1)CN(S(=O)(=O)c1ccccc1)[C@H](CO)c1c2c2ccc(OC)cc2n1C	-12[25 µM]
COc1ccc(CC(=O)OCC(=O)NCc2ccc(C)cc2)cc1OC	17
OC[C@H]1[C@@H](c2ccc(C#Cc3ccccc3F)cc2)[C@H]2CN(CC3CCOCC3)CCCCN21	-9[25 µM]
Cc1ccccc1-c1ccc(C2[C@@H]3CN(C(=O)C4CC4)C[C@H]2N3)cc1 (stereo partly drawn)	-4&0
O=C(O)c1cc([N+](=O)[O-])cc2ccccc12	2
CN(C)S(=O)(=O)c1ccc(Cl)c(NC(=O)CNC2(C)CCS(=O)(=O)C2)c1 (stereo not drawn)	0
O=C(C[C@@H]1C[C@H]2c3cc(NC(=O)Cc4ccncc4)ccc3O[C@H]2[C@@H](CO)O1)NCc1ccc(-c2ccccc2)cc1	1[25 µM]
CCNC(=O)C(=O)Nc1ccc(OC)c(Cl)c1	-13
CN1C(=O)c2cc(NC(=O)C3CCCC3)ccc2OC[C@H]2O[C@H](CC(=O)NCc3ccccc3F)CC[C@H]21	4
Cc1cccc(C(=O)NNC(=O)c2ccccc2-n2cccc2)c1	2
O=C(Cc1ccccc1)Nc1ccc(N2CCOCC2)cc1N1CCOCC1	4
Cc1cc(C)n2c3c(c(C#N)c2n1)CCCC3	7
O=C(c1ccccc1)c1cc([N+](=O)[O-])ccc1N1CCOCC1	-13
COc1cccc(-c2nc(-c3ccc(NC(=O)c4cccnc4)cc3)no2)c1	-13
CNC[C@H]1Oc2c(NS(=O)(=O)c3ccc(Cl)cc3)cccc2C(=O)N([C@H](C)CO)C[C@H]1C	4[25 µM]

Bioassay records as filed in PubChem BioAssay.

The list is partial; count on the stated rates, not on these rows.
